Growth percent in the NCI-60 one-dose screen (48 h, 10 µM unless noted): 100 = growth as untreated, 0 = no growth, -100 = all killed.
SF-539: SF-539 CNS cancer. AID 1794752. actives 6.8% (n = 81,000)
CAKI-1: CAKI-1 renal cancer. actives 4.7% (n = 75,000)
SNB-19: SNB-19 CNS cancer cells; actives 2.5% (n = 81,000)
A498: A498 renal cancer cells; actives 5.4% (n = 76,000)
ACHN: ACHN renal cancer; AID 1794771; actives 4.9% (n = 81,000)
SNB-75: SNB-75 CNS cancer | actives 5% (n = 79,000) | AID 1794750
RXF 393: RXF 393 renal cancer cells; AID 1794773; actives 6.9% (n = 77,000)
SF-268: SF-268 CNS cancer cells. actives 3.1% (n = 82,000). AID 1794759
The depositor's hits bear a star; . = no result given; & = joins results of further samples; [ ] = remark or other dose. How the source made its calls: active means growth percent below 10; inactive means the rest.

Under each structure: CAKI-1 | SNB-19 | RXF 393 | A498 | SF-539 | SF-268 | ACHN | SNB-75
> O=C1OC2C=CC3CC2(O1)C1CCCC(=O)N1O3 (centres undefined)
  92 | 102 | 110 | . | 102 | 101 | 110 | 85
> NC(N)=Nc1ccc(Oc2cccc(Nc3ccc(Br)c(C(F)(F)F)c3)c2)cc1
  40 | -16* | 41 | 0.7* | 54 | 25 | 68 | 27
> CCCC(=O)OC(NC(=O)NC(OC(=O)CCC)C(Cl)(Cl)Cl)C(Cl)(Cl)Cl (centres undefined)
  93 | 103 | 96 | 79 | 96 | 100 | 95 | 85
> COc1nc(N)nc(-n2c(-c3ccc(Br)cc3)nc3ccccc32)c1NCc1ccc(Br)cc1
  36 | 90 | . | 72 | 110 | 90 | 93 | 91
> O=c1c2c3c(sc2n2c(CSc4nn5cc(-c6ccccc6)nc5s4)nnc2n1Cc1ccccc1)CCCC3
  102 | 106 | 73 | 109 | 103 | 121 | 98 | 63
> CCOC(=O)/C=C1\S/C(=N\Nc2cc(=O)[nH]c3ccc(Cl)cc23)N(c2ccccc2)C1=O
  83 | 91 | 77 | 115 | 100 | 96 | 92 | 87
> C/C(=C(/C)C1CC1CCNS(=O)(=O)c1ccc(C)cc1)c1cc(C(C)(C)C)cc(C(C)(C)C)c1 (centres undefined)
  59 | 96 | 96 | 104 | 109 | 90 | 98 | 94
> COc1c(/C=N/N=c2sc(C(C)=O)nn2-c2ccc(C)cc2)c(O)cc2oc(C)cc(=O)c12
  97&85 | 104&98 | 108&107 | 92&129 | 97&99 | 90&91 | 100&103 | 82&97
> CCOC(=O)c1ccc2nc(-c3c(C)nn(-c4ccccc4)c3N3CCOCC3)[nH]c2c1
  79 | 99 | 92 | 70 | 96 | 94 | 86 | 85
> O=C(c1ccc2ncc(-c3nc(NC4CC4)ncc3F)n2c1)N1CCOCC1
  3.3* | 46 | -49* | -30* | -0.9* | 1.4* | 0.3* | -22*
> N#C/C(=C\c1cccs1)C(=O)Nc1ncc(Cc2ccc(Cl)cc2Cl)s1
  76 | 93 | 111 | 99 | 98 | 101 | 98 | 78
> COc1ccc(-c2nc3ccccc3[nH]2)cc1OC
  104 | 102 | 98 | 113 | 91 | 102 | 92 | 103
> CCOC(=O)N1C[C@@H](C)N(C(=S)Nc2ccccc2)C[C@@H]1C
  102 | 102 | 112 | 113 | 103 | 103 | 106 | 91
> COc1ccc(CN2CC3CC3(COc3nc(C)cs3)C2)cc1F (centres undefined)
  88 | 103 | 119 | 98 | 97 | 105 | 102 | 95
> CCOC(=O)c1cc(C(=O)c2cc(OC)cc(OC)c2)n2ccncc12
  . | 98 | 94 | 98 | 102 | 91 | 95 | 84
> C/C(=N\N=C1\SCC(=O)N1c1ccc(Br)cc1)c1cc2ccccc2oc1=O
  88 | 104 | 116 | . | 97 | 99 | 103 | 99
> O=C(CCCN1CCC(O)(c2cccc(C(F)(F)F)c2)CC1)c1ccc(F)cc1
  97&98 | 103 | 96&91 | 94&103 | 101&107 | 100&107 | 93&102 | 59&80
> C#CCSC(CC)(CC)C(N)=O
  . | 100 | 102 | 105 | 99 | 101 | 107 | 97
> COc1ccc(Nc2nn3c(C)cc(C)nc3c2C(=O)Nc2ccccc2)c(OC)c1
  93 | 89 | 94 | 117 | 108 | 94 | 99 | .
> Cc1ccc(C(=O)c2ccc(CC(=O)N/N=C/c3ccc4c(c3)OCO4)n2C)cc1
  92 | 91 | 104 | 87 | 98 | 96 | 97 | 95

Two compounds drawn at random from those above:
Under each structure: CAKI-1 | SNB-19 | RXF 393 | A498 | SF-539 | SF-268 | ACHN | SNB-75
> COc1c(/C=N/N=c2sc(C(C)=O)nn2-c2ccc(C)cc2)c(O)cc2oc(C)cc(=O)c12
  97&85 | 104&98 | 108&107 | 92&129 | 97&99 | 90&91 | 100&103 | 82&97
> C#CCSC(CC)(CC)C(N)=O
  . | 100 | 102 | 105 | 99 | 101 | 107 | 97

Next part:
Under each structure: CAKI-1 | SNB-19 | RXF 393 | A498 | SF-539 | SF-268 | ACHN | SNB-75
> O=[N+]([O-])c1cccc(C2c3ccccc3Oc3ccccc32)c1
  72 | 97 | 109 | 94 | 112 | 102 | 89 | 94
> CCOC(=O)C1=NNC(=O)C1
  84 | 90 | 116 | 99 | 97 | 103 | 107 | 87
> CCCCOc1ccc(NC(=O)n2nc(N)c3cc(N)ccc32)cc1
  73 | . | 92 | 109 | 106 | 99 | 78 | 120
> Fc1ccc(-c2nc(-c3nc4ccc(Cl)cc4[nH]3)cc3c2[nH]c2ccccc23)cc1F
  86 | 98 | 94 | 68 | 82 | 74 | 72 | .
> CN(C)CCNc1nc2c3cc(Cl)ccc3nn2c2ccccc12
  40 | 42 | 4.8* | -6.0* | 37 | 46 | 23 | 84
> Cc1cn([C@@]2(CF)O[C@H](CO)C2C)c(=O)[nH]c1=O (some centres undefined)
  . | 112 | 98 | 115 | 103 | 119 | 112 | 101
> CCCCCCc1coc2c(O)c(O)ccc2c1=O
  41 | 63 | 91 | 103 | 64 | 54 | 47 | 62
> CC(=O)C1(C)C(=O)N(c2ccc(C)cc2)C(=O)N1c1ccc(C)cc1 (centres undefined)
  95 | 102 | 112 | 66 | 110 | 110 | 105 | 103
> Cc1sc2ncn(CC(=O)Nc3ccc(S(=O)(=O)Nc4ncccn4)cc3)c(=O)c2c1C
  95 | 95 | 122 | 105 | 99 | 96 | 96 | 91
> CCCCN(CCCC)CC(CC)N(CCCC)CCCC (centres undefined)
  99 | 99 | . | 86 | 115 | 105 | 105 | 98
> Cc1ccc(C2=NN3C(C2)c2ccccc2OC3c2ccc3noc(-c4ccc(Cl)cc4)c3c2)cc1 (centres undefined)
  93 | 106 | 133 | . | 99 | 105 | 107 | 109
> CCNc1ncnc2c1cnn2C1CCCCO1 (centres undefined)
  108 | 110 | 137 | 119 | 95 | 101 | 93 | 90
> NS(=O)(=O)c1ccc(CN2C(=O)c3nccnc3C2=O)cc1
  95 | 114 | 112 | . | 102 | 98 | 99 | 93
> CCn1cc(C(=O)O)c(=O)c2cc(F)c(N3CCN(S(=O)(=O)c4cccc5ccccc45)CC3)cc21
  0.9* | 29 | 29 | -0.4* | 17 | 16 | -3.6* | 14
> CCN1CCN(c2nc(O)c(/C=C3\C=Nc4ccccc43)s2)CC1
  99 | 97 | 115 | 96 | 95 | 108 | 100 | 103
> CC(C)c1ccc(Cc2cnc(NC(=O)c3ccc(-n4cnnn4)cc3)s2)cc1
  51 | 81 | 101 | 66 | 87 | 70 | 67 | 91
> CN1CCC[C@@H]1CCO[C@](C)(c1ccccc1)c1ccc(Cl)cc1
  71 | 100 | 39 | 88 | 76 | 82 | 66 | 52
> CC(=O)Nc1cc2c(O)c(N=Nc3ccc(C(=O)Nc4ccc(N=Nc5ccc(S(=O)(=O)O)cc5)cc4)cc3)c(S(=O)(=O)O)cc2cc1S(=O)(=O)O
  96 | 127 | 121 | 120 | 87 | 103 | 99 | 103
> c1ccc(-c2c(-c3ccccc3)[n+](Cc3ccc4ccccc4c3)c(-c3ccccc3)n2Cc2ccc3ccccc3c2)cc1
  -93* | -95* | -92* | . | -90* | -73* | -95* | -78*
> OC(c1ccccc1)C(O)c1ccccc1 (centres undefined)
  100 | 106 | . | 96 | 100 | 91 | 99 | 107

A different layout for some results above:
Structure | CAKI-1 | SNB-19 | RXF 393 | A498 | SF-539 | SF-268 | ACHN | SNB-75
COc1ccc(Nc2nn3c(C)cc(C)nc3c2C(=O)Nc2ccccc2)c(OC)c1 | 93 | 89 | 94 | 117 | 108 | 94 | 99 | .
Cc1ccc(C(=O)c2ccc(CC(=O)N/N=C/c3ccc4c(c3)OCO4)n2C)cc1 | 92 | 91 | 104 | 87 | 98 | 96 | 97 | 95
O=[N+]([O-])c1cccc(C2c3ccccc3Oc3ccccc32)c1 | 72 | 97 | 109 | 94 | 112 | 102 | 89 | 94
CCOC(=O)C1=NNC(=O)C1 | 84 | 90 | 116 | 99 | 97 | 103 | 107 | 87
CCCCOc1ccc(NC(=O)n2nc(N)c3cc(N)ccc32)cc1 | 73 | . | 92 | 109 | 106 | 99 | 78 | 120
Fc1ccc(-c2nc(-c3nc4ccc(Cl)cc4[nH]3)cc3c2[nH]c2ccccc23)cc1F | 86 | 98 | 94 | 68 | 82 | 74 | 72 | .
CN(C)CCNc1nc2c3cc(Cl)ccc3nn2c2ccccc12 | 40 | 42 | 4.8* | -6.0* | 37 | 46 | 23 | 84
Cc1cn([C@@]2(CF)O[C@H](CO)C2C)c(=O)[nH]c1=O (some centres undefined) | . | 112 | 98 | 115 | 103 | 119 | 112 | 101
CCCCCCc1coc2c(O)c(O)ccc2c1=O | 41 | 63 | 91 | 103 | 64 | 54 | 47 | 62
CC(=O)C1(C)C(=O)N(c2ccc(C)cc2)C(=O)N1c1ccc(C)cc1 (centres undefined) | 95 | 102 | 112 | 66 | 110 | 110 | 105 | 103
Cc1sc2ncn(CC(=O)Nc3ccc(S(=O)(=O)Nc4ncccn4)cc3)c(=O)c2c1C | 95 | 95 | 122 | 105 | 99 | 96 | 96 | 91
CCCCN(CCCC)CC(CC)N(CCCC)CCCC (centres undefined) | 99 | 99 | . | 86 | 115 | 105 | 105 | 98
Cc1ccc(C2=NN3C(C2)c2ccccc2OC3c2ccc3noc(-c4ccc(Cl)cc4)c3c2)cc1 (centres undefined) | 93 | 106 | 133 | . | 99 | 105 | 107 | 109
CCNc1ncnc2c1cnn2C1CCCCO1 (centres undefined) | 108 | 110 | 137 | 119 | 95 | 101 | 93 | 90
NS(=O)(=O)c1ccc(CN2C(=O)c3nccnc3C2=O)cc1 | 95 | 114 | 112 | . | 102 | 98 | 99 | 93
CCn1cc(C(=O)O)c(=O)c2cc(F)c(N3CCN(S(=O)(=O)c4cccc5ccccc45)CC3)cc21 | 0.9* | 29 | 29 | -0.4* | 17 | 16 | -3.6* | 14
CCN1CCN(c2nc(O)c(/C=C3\C=Nc4ccccc43)s2)CC1 | 99 | 97 | 115 | 96 | 95 | 108 | 100 | 103
CC(C)c1ccc(Cc2cnc(NC(=O)c3ccc(-n4cnnn4)cc3)s2)cc1 | 51 | 81 | 101 | 66 | 87 | 70 | 67 | 91
CN1CCC[C@@H]1CCO[C@](C)(c1ccccc1)c1ccc(Cl)cc1 | 71 | 100 | 39 | 88 | 76 | 82 | 66 | 52
CC(=O)Nc1cc2c(O)c(N=Nc3ccc(C(=O)Nc4ccc(N=Nc5ccc(S(=O)(=O)O)cc5)cc4)cc3)c(S(=O)(=O)O)cc2cc1S(=O)(=O)O | 96 | 127 | 121 | 120 | 87 | 103 | 99 | 103
c1ccc(-c2c(-c3ccccc3)[n+](Cc3ccc4ccccc4c3)c(-c3ccccc3)n2Cc2ccc3ccccc3c2)cc1 | -93* | -95* | -92* | . | -90* | -73* | -95* | -78*

(cont.)
Under each structure: CAKI-1 | SNB-19 | RXF 393 | A498 | SF-539 | SF-268 | ACHN | SNB-75
> COc1ccc(COC(=O)c2ccc(C(C)C)cc2)cc1
  124 | 102 | 112 | 94 | 106 | 100 | 108 | 96
> COc1ccc(C(=O)c2cc(C(C)=O)c3cc(C)ccn23)cc1
  65 | 91 | 88 | 86 | 83 | 97 | 95 | 78
> FC(F)(F)c1ccc(Nc2ccc(C(F)(F)F)cc2)cc1
  96 | 102 | 114 | 98 | 100 | 106 | 103 | 88
> N#Cc1c(-c2ccc(Br)cc2)cc(-c2c[nH]c3ccccc23)nc1-c1c[nH]c2ccccc12
  81 | 98 | 110 | 95 | 97 | 100 | 100 | 91
> CC(=O)c1c(/C=C/c2ccccc2)c2ccccc2[nH]c1=O
  86 | 92 | 114 | 93 | 87 | 95 | 106 | 85
> CCCCNC(=O)NS(=O)(=O)c1ccc(N2N=C(c3ccc(F)cc3)CCC2=O)cc1
  99 | 107 | 100 | 57 | 101 | 102 | 97 | 81
> Oc1ccc(S)cc1
  102 | 108 | 113 | 108 | 96 | 109 | 105 | 87
> CCCNNC(=O)/C=C/c1ccc(CNCCc2c(C)[nH]c3ccccc23)cc1
  -4.9*[2.5 µM] | 29[2.5 µM] | -18*[2.5 µM] | -38*[2.5 µM] | 31[2.5 µM] | 32[2.5 µM] | -15*[2.5 µM] | 57[2.5 µM]
> O=C(Nn1c2c(sc1=NCc1ccccc1)C(=O)c1ccccc1C2=O)c1cc2ccc1CCc1ccc(cc1)CC2
  43 | 74 | 60 | 87 | 87 | 59 | 42 | 34
> O=C(O)c1c[nH]c(=O)cc1O
  97 | 109 | 118 | 94 | 101 | 103 | 107 | 83
> CCN(CC)CCOC(=O)CC1CCCCC1
  98 | 108 | 123 | 113 | 100 | 112 | 99 | 90
> CCOC(=O)OC/C=C/c1ccccc1
  96 | 101 | . | 96 | 100 | 94 | 101 | 87
> Cc1nc2ccc(Cl)cc2c(-c2ccccc2)c1C(=O)c1ccccc1
  67 | 91 | 100 | 111 | 97 | 138 | 95 | 108
> C=C1C(=O)O[C@H]2[C@H]1CC/C(COC(=O)NCCOCCOCC(=O)Nc1ccc(OC)c(C(N)=O)c1O)=C\CC[C@@]1(C)O[C@@H]21
  82 | 78 | -9.5* | 92 | 37 | 82 | 41 | 80
> CCOC(=O)C1(C(=O)OCC)NC(=O)CC1C(C)C (centres undefined)
  127 | 102 | 96 | . | 106 | 103 | 97 | 87
> CC(=O)N1N=C(c2ccc(Nc3nc(Nc4ccc(F)cc4)nc(Nc4ccc(Cl)cc4)n3)cc2)CC1c1ccc(N(C)C)cc1 (centres undefined)
  35 | 59 | . | 68 | 68 | 69 | 62 | 40
> COC(=O)CCC(=O)Nc1ccccc1
  105 | 101 | 160 | 120 | 102 | 106 | 104 | 111
> CN(C)c1ccc(CN2CCCC3CC2c2cc(Cl)ccc23)cc1 (centres undefined)
  82 | 102 | 97 | 90 | 100 | 89 | 102 | 86
> CCOC(=O)c1sc2c(c1C)c(=O)nc1c(-c3nc(-c4ccccc4)cs3)n[nH]n12
  . | 102 | . | 104 | 103 | 99 | 90 | 102
> Cc1ccc2nc(-c3cc4c([nH]c5ccccc54)c(-c4ccc(F)c(F)c4)n3)[nH]c2c1
  94 | 112 | 89 | 106 | 89 | 95 | 86 | .

Assay outcomes from PubChem BioAssay.
